NCI-60 one-dose screen, 48 h, at 10 µM unless noted. Numbers give growth in % (100 = growth as untreated, 0 = no growth, -100 = all killed).
MOLT-4: MOLT-4 leukemia cells. 80,000 tested, 6.9% active
RPMI-8226: RPMI-8226 leukemia cells; 77,000 tested, 7.5% active
HOP-92: HOP-92 NSCLC cells; 71,000 tested, 6.3% active; AID 1794738
K-562: K-562 leukemia; 78,000 tested, 7.4% active
EKVX: EKVX NSCLC; 71,000 tested, 3% active; AID 1794765
HOP-62: HOP-62 NSCLC | 80,000 tested, 3.9% active
SR: SR leukemia cells; 73,000 tested, 8.7% active; AID 1794780
CCRF-CEM: CCRF-CEM leukemia; 77,000 tested, 7% active; AID 1794778
* hit, by the source's call; . = no result given; & = joins results of further samples. Rule for the calls: active = growth percent below 10; inactive = the rest.

SMILES | MOLT-4 | RPMI-8226 | HOP-92 | K-562 | EKVX | HOP-62 | SR | CCRF-CEM
CCOC(=O)c1cnc(SCc2ccc(Cl)c(Cl)c2)nc1N1CC1 | 24 | 60 | . | 21 | 70 | 65 | . | 38
CC(CC#N)N1CC1 (stereo unspecified) | 117 | 102 | 58 | 115 | 112 | 90 | 75 | 80
OB(O)c1ccc(Cl)cc1 | 99 | 101 | 88 | 104 | 87 | 96 | . | 106
O=S1(=O)c2ccccc2-c2ccccc21 | 108 | 103 | 94 | 109 | 97 | 110 | 129 | 102
CCN(CC)CCSC(=O)C(O)(c1ccccc1)c1ccccc1 | 98 | 90 | 72 | 99 | 96 | 101 | . | 94
COC(=O)Cc1ccccc1 | . | 114 | 134 | 118 | . | 137 | 109 | 101
COc1ccc(-c2nc3c(s2)CC[C@@]2(C)C3=CC[C@@H]3[C@@H]2CC[C@]2(C)C(=O)CC[C@@H]32)cc1 | 78 | 100 | 113 | 95 | 95 | 100 | 95 | 118
Oc1c(I)cc(I)cc1I | 99 | 94 | 106 | 99 | 108 | 103 | 101 | 94
O=C(CCCc1ccc([N+](=O)[O-])cc1)Nc1cccc(S(=O)(=O)F)c1 | 76 | 77 | 49 | 84 | . | 91 | 86 | 82
CCOC(=O)[C@@H](C)C[C@H](Cc1ccccc1)NC(=O)c1csc([C@@H](C[C@H](C(C)C)N(C)C(=O)[C@@H](NC(=O)[C@H]2CCCCN2C)C(C)(C)C)OC(C)=O)n1 | 7.6* | 12 | 29 | 5.1* | 32 | 12 | 3.6* | 1.8*
FC(F)=C(F)c1ccccc1 | 93 | 97 | . | 89 | . | 87 | 80 | 80
CCCCNC(=O)OCC(C)(CCC)COC(N)=O (stereo unspecified) | 94 | 104 | 108 | 113 | 111 | 110 | 99 | 101
O=C1C=C(Cl)C(=O)C=C1Cl | 87 | 99 | . | 108 | 94 | 82 | . | 100
CC12CCC3c4ccc(OP(=O)(N5CC5)N5CC5)cc4CCC3C1CCC2=O (stereo unspecified) | 79 | 97 | . | 96 | 101 | 107 | 87 | 82
CCOC(=O)C(Cl)CCl (stereo unspecified) | 98 | 103 | 77 | 83 | . | 103 | 96 | .
Oc1cccc2nc3ccccc3nc12 | . | . | 110 | 107 | 108 | 97 | . | 109
COP(=O)(SC)N(C)C (stereo unspecified) | 98 | 104 | . | 92 | . | 107 | . | 107
C[C@]12CC[C@H](O)CC1=CCC1C2CC[C@]2(C)C(=O)CC[C@@H]12 (stereo partly specified) | 90 | 99 | . | 105 | 57 | 112 | . | 93
CCC(CC)CC1(C)CC2(C)CCOC2OO1 (stereo unspecified) | 113 | 103 | 96 | . | 103 | 98 | 113 | 103
CC(=O)C(C)(C)C | 99 | 110 | 92 | 107 | . | 105 | 95 | 105
COC(=O)C12CC(=O)OC1(c1ccccc1[N+](=O)[O-])N2 (stereo unspecified) | 94 | 103 | 127 | 94 | 100 | 102 | 95 | 106
CCOP(=O)(OCC)/C(C#N)=C/c1ccc(C)o1 | 101 | 104 | 90 | 101 | 103 | 101 | 92 | 104
CCN(CC)CCc1ccccn1 | 97 | 102 | 97 | 104 | 115 | 114 | . | 109
CCC1(Cc2ccccc2)C(=O)NC(=S)N(C)C1=O (stereo unspecified) | 97 | 103 | 94 | 95 | 93 | . | 103 | 104
CC1(C)N=C(N)N=C(N)N1c1ccc(OCCNS(=O)(=O)c2cccc(S(=O)(=O)F)c2)c(Cl)c1 | 98 | 92 | . | 54 | . | 100 | 88 | 90
CCCCN1CCCC[C@@H]1C(=O)N[C@H](C(=O)N(C)[C@H](C[C@@H](OC(C)=O)c1nc(C(=O)NC2CCC(C(=O)OC)CC2)cs1)C(C)C)C(C)C (stereo partly specified) | 19 | 17 | 37 | 9.5* | 35 | 23 | 20 | 5.6*
COc1ccc(/C=C\c2cc(OC)c(OC)c(OC)c2)c(NS(=O)(=O)c2ccc(Cl)cc2)c1O | 10 | 7.0* | 48 | 9.3* | . | 50 | 7.3* | 7.8*
O=C1CC(c2ccccc2)CO1 (stereo unspecified) | 98 | 99 | 109 | 102 | . | 109 | 105 | 93
ClCc1ccccc1 | 104 | 110 | 80 | 113 | 112 | 100 | 102 | 101
CC[C@H](C)[C@@H]1OC(=O)C(C)(C)[C@H](O)[C@H](Cc2ccccc2)OC(=O)[C@H](C(C)C)OC(=O)[C@@H](NC(=O)c2cccc(NC=O)c2O)[C@@H](C)OC1=O | 38 | 29 | 68 | . | 30 | 45 | 43 | 37
O=c1cc(N2CCNCC2)c2cc(F)ccc2[nH]1 | 108 | 109 | . | 104 | 44 | 96 | 109 | 102
O=[N+]([O-])c1c(F)cc(F)c([N+](=O)[O-])c1F | 97 | 106 | 103 | 101 | 103 | 110 | 101 | 86
C1CCC2C(C1)NC1CCCCC12 (stereo unspecified) | . | 106 | 133 | . | 112 | 113 | . | .
CCCCCCCCCCCCCCP(=O)(OC)OC | 91 | 93 | . | 81 | . | 101 | 92 | 92
O=C1NC(=S)NC(=O)C1=Cc1ccncc1 | 91 | 100 | 101 | 100 | . | 98 | 92 | 105
CCOP(=S)(Oc1ccc([N+](=O)[O-])cc1)c1ccccc1 (stereo unspecified) | 79 | 94 | 77 | 139 | 102 | 102 | 91 | 109
O=C(Nc1ccc(Cl)cc1)Nc1nccs1 | 21 | 5.6* | 39 | 15 | . | 32 | 27 | 6.3*
O=C(O)C(Br)CBr (stereo unspecified) | 88 | 103 | . | 104 | . | 101 | 99 | 96
O=[N+]([O-])c1ccccc1O | 103 | 95 | 83 | 127 | 119 | 99 | 102 | 94
Cc1c(C(=O)CN2CCCCC2)ccc(O)c1O | 85 | 98 | 100 | 97 | 101 | 105 | 84 | 104
O=C(O)c1ccccc1C(=O)O (tested in a mixture with another compound) | 100 | 99 | 75 | 104 | . | 103 | 94 | .
CC[C@]1(O)CC[C@H]2[C@@H]3CCC4=CC(=O)CC[C@@H]4[C@H]3CC[C@@]21CC | 103 | 93 | 109 | 103 | 119 | 112 | 95 | 99
CCCCN(CCCC)CC(O)c1ccccc1I (stereo unspecified) | 75 | 58 | 49 | 56 | 84 | 69 | 37 | 80
NCCc1nc2ccccc2[nH]1 | 108 | 104 | . | . | 107 | 105 | . | 93
CN(C)c1ccc(CN2CCCN(Cc3ccc(N(C)C)cc3)P2(=O)N(CCCl)CCCl)cc1 | 113 | 97 | 90 | 105 | 101 | 116 | . | 104
COc1ccc(/C=C\c2cc(OC)c(OC)c(OC)c2)cc1NS(=O)(=O)c1ccc(Cl)cc1 | . | 64 | 37 | 37 | . | 84 | 51 | 78
CC1CCC2C(C)C(=O)OC3OC4(C)CCC1C32OO4 (stereo unspecified) | 66 | 61 | . | 55 | 96 | 104 | 63 | 65
CCC1C(=O)NC(=O)N(c2ccccc2)C1=O (stereo unspecified) | 82 | 105 | 111 | 100 | 97 | 108 | 90 | 110
ClCCN(CCCl)c1ccc(-n2cnc3c(Cl)ncnc32)cc1 | 7.1* | 60 | -1.9* | -2.1* | 29 | 87 | -29* | 13
CN1C(=O)[C@]23SSC1(C)C(=O)N2[C@H]1Nc2ccccc2C1([C@@]12c4ccccc4N[C@@H]1N1C(=O)C4(C)SS[C@]1(C(=O)N4C)[C@H]2O)[C@@H]3O (stereo partly specified) | -21* | -17* | . | 2.2* | -97* | -91* | 0.2* | 1.4*

Whole records, looked up by structure. Screens in order: MOLT-4 | RPMI-8226 | HOP-92 | K-562 | EKVX | HOP-62 | SR | CCRF-CEM
CN(C)c1ccc(CN2CCCN(Cc3ccc(N(C)C)cc3)P2(=O)N(CCCl)CCCl)cc1 is entered as 113 | 97 | 90 | 105 | 101 | 116 | . | 104
CC[C@]1(O)CC[C@H]2[C@@H]3CCC4=CC(=O)CC[C@@H]4[C@H]3CC[C@@]21CC is entered as 103 | 93 | 109 | 103 | 119 | 112 | 95 | 99
ClCCN(CCCl)c1ccc(-n2cnc3c(Cl)ncnc32)cc1 is entered as 7.1* | 60 | -1.9* | -2.1* | 29 | 87 | -29* | 13
COc1ccc(/C=C\c2cc(OC)c(OC)c(OC)c2)cc1NS(=O)(=O)c1ccc(Cl)cc1 is entered as . | 64 | 37 | 37 | . | 84 | 51 | 78

Remaining list, next part.
SMILES | MOLT-4 | RPMI-8226 | HOP-92 | K-562 | EKVX | HOP-62 | SR | CCRF-CEM
COc1cc2c(cc1OC)[C@@]13CCN4CC5=CCOC6CC(=O)N2C1[C@H]6[C@H]5C[C@H]43 (stereo partly specified) | 99 | 94 | 98 | 83 | 82 | 108 | 92 | 98
CC(=O)Nc1ccc(NC(=O)c2ccc([As](O)O)cc2)cc1 | 108 | 35 | 112 | 33 | 110 | 131 | 74 | 48
Oc1cccc(-c2ccccc2)c1 | 92 | 111 | . | 121 | 103 | 129 | 126 | 104
CC(C)CC(C)OC(=O)Cc1ccccc1 (stereo unspecified) | 92 | 95 | 80 | 104 | 98 | 97 | 83 | 87
ClCCN(CCCl)c1nc(Cl)c(C2CC(c3ccc(Cl)cc3)=NN2c2ccccc2)s1 (stereo unspecified) | 77 | . | . | 72 | 88 | 83 | 82 | 90
CNC1(c2ccccc2Cl)CCCCC1=O (stereo unspecified) | 98 | 100 | 114 | 108 | 104 | 104 | 89 | 98
CN(C)C(=O)Oc1ccc(Br)cc1 | 102 | 106 | 107 | 96 | . | 93 | 100 | 90
CCCC(OC(C[N+](=O)[O-])C(Cl)(Cl)Cl)c1ccccc1 (stereo unspecified) | 93 | 87 | 59 | 102 | . | 99 | 88 | 96
OC1(c2ccccc2F)c2ccccc2C2=NCCN21 (stereo unspecified) | 98 | 107 | 79 | 89 | 98 | 85 | 91 | 93
C1CC2CCC1CNC2 | 92 | 91 | 109 | 93 | 101 | 129 | . | 103
O=C(N/N=C\c1ccc(N(CCCl)CCCl)cc1)c1cccc([N+](=O)[O-])c1 | 90 | 96 | 92 | . | 89 | -2.1* | 103 | 83
COC(=O)[C@H]1[C@@H](O)[C@@]2(O)c3c(OC)cc(OC)cc3O[C@@]2(c2ccc(OC)cc2)[C@@H]1c1ccccc1 | 2.4* | -9.7* | -13* | 2.1* | -5.2* | -12* | 13 | 4.8*
O=C1C(O)=C(c2ccccc2)C(=O)C(O)=C1c1ccccc1 | 117 | 101 | 80 | 105 | 96 | 96 | 113 | 96
CCCC[C@H](NC(=O)[C@H]1CCCCN1C)C(=O)N(C)[C@H](C[C@@H](OC(C)=O)c1nc(C(=O)N[C@@H](Cc2ccccc2)C[C@H](C)C(=O)OCC)cs1)C(C)C | 13 | 11 | 18 | 7.3* | 48 | 18 | 4.9* | 8.8*
CCCN(CCC)CC(=O)c1ccc(I)cc1 | 110 | 113 | 88 | 104 | 99 | 107 | 105 | 111
COC(=O)[C@@H](C)C[C@H](Cc1ccccc1)NC(=O)c1csc([C@@H](C[C@H](C(C)C)N(C)C(=O)C2(NC(=O)[C@H]3CCCCN3C)CCC2)OC(C)=O)n1 | 5.5* | 13 | 2.3* | 2.2* | 32 | 19 | 5.5* | 10.0*
CNC(=O)Oc1cccc2cccnc12 | 92 | 92 | 91 | 79 | . | 106 | 83 | 74
O=C1CC(O)CO1 (stereo unspecified) | . | 114 | 96 | . | 107 | 96 | . | .
C[C@@H](N)[C@@H](O)c1ccccc1 | 105 | 109 | 87 | 108 | 99 | . | 111 | 112
CC(C)(Br)C(=O)C(C)(C)Br | 107 | 99 | 105 | 99 | . | 98 | 105 | 98
O=C1/C(=C\c2ccccc2)C2OCC=C3CN4CCC56c7ccccc7N1C5C2C3CC46 (stereo unspecified) | 76 | 81 | 49 | 45 | 81 | 99 | 25 | 86
O=C(O)c1ccccc1-c1c2cc(Br)c(=O)cc-2oc2[c]([Hg])c(O)c(Br)cc12 | 110&113 | 112&116 | 149 | 103&100 | 102&108 | 98&122 | 97&111 | 94&103
Nc1ccc([N+](=O)[O-])cc1Cl | 84 | 101 | 91 | 102 | 110 | 94 | 100 | 107
CC1=C(CCCOC(=O)CN)C2=C(C)C3(CC3)[C@@](C)(O)C(=O)C2=C1 | 85 | 89 | 70 | 90 | 96 | 71 | 95 | 81
O=C(N[C@H](Cc1cnc[nH]1)C(=O)O)C(=O)c1cn(Cc2cn(-c3ccccc3)nn2)c2ccccc12 | 102 | 95 | 94 | 115 | 100 | . | 85 | 95
NC(Cc1ccc(N(CCCl)Cc2ccccc2)cc1)C(=O)O (stereo unspecified) | 97 | 98 | 104 | 103 | 109 | 92 | 97 | 98
CC(C)(C)c1ccc(C(C)(C)OO)cc1 | 89 | 90 | . | 92 | 119 | 108 | 90 | 93
CC(C)=CC1C(C(=O)OC/C=C\c2ccc3c(c2)OCO3)C1(C)C (stereo unspecified) | 40 | 87 | 77 | 96 | 90 | 103 | 79 | 18
CCN(CC)C(=O)CCl | 104 | 109 | 103 | 111 | . | 94 | 113 | 105
O=C1NC(=O)C(=Cc2ccccc2)C(=O)N1 | 109&82 | 110&112 | 109&86 | 112&86 | 101&98 | 93&95 | 107&90 | 107&91
CC1=C(C)CC2(CC1)C(=O)NC(=O)NC2=O | 94&93 | 95&103 | 111&89 | 78&94 | 103 | 103 | 92&90 | 94&95
O=C1C=C2C=CC3CC2(O1)C1CCCCN1O3 (stereo unspecified) | 103 | 114 | 97 | 103 | 103 | 120 | 105 | 116
c1ccc2c(c1)ccc1n[se]nc12 | 107 | 104 | 102 | 98 | 76 | 110 | 90 | 107

Random excerpt: 4 entries already listed
SMILES | MOLT-4 | RPMI-8226 | HOP-92 | K-562 | EKVX | HOP-62 | SR | CCRF-CEM
C1CC2CCC1CNC2 | 92 | 91 | 109 | 93 | 101 | 129 | . | 103
CCOC(=O)[C@@H](C)C[C@H](Cc1ccccc1)NC(=O)c1csc([C@@H](C[C@H](C(C)C)N(C)C(=O)[C@@H](NC(=O)[C@H]2CCCCN2C)C(C)(C)C)OC(C)=O)n1 | 7.6* | 12 | 29 | 5.1* | 32 | 12 | 3.6* | 1.8*
CC(CC#N)N1CC1 (stereo unspecified) | 117 | 102 | 58 | 115 | 112 | 90 | 75 | 80
C[C@@H](N)[C@@H](O)c1ccccc1 | 105 | 109 | 87 | 108 | 99 | . | 111 | 112

From PubChem

These rows are one share of the data, so the mix of outcomes need not match the whole.
